High-throughput results as filed in PubChem BioAssay.
Ub-GFP proteasome = Ubiquitin-GFP Assay | Ubiquitin-GFP reporter cells, proteasome inhibition, GFP fluorescence; response scale: untreated = 0%, 10 µM MG-132 = 100% | Potency, µM (highest dose often 45.9 µM), for inactives: top-dose activation (GFP accumulation), usual class: activators | 67,000 tested, under 10 active | AID 526, 2006; active means well fitted activation curve with a large enough effect, not every such curve was filed as active; inconclusive means small, poorly fitted or top-dose-only effect, or another doubt; inactive means no such curve, though single readings can be large or run the other way; further: potency means the concentration at half of the fitted maximal effect
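U2OS cells expressing ubiquitin(G76V)-GFP, seeded overnight in 0.5% FBS medium, then treated 4 hr at 37 C across 46 uM to 2.9 nM. GFP-positive cells counted by laser cytometry (488 ex/515 em); %activity scaled between basal and 10 uM MG-132.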
CRE Fsk mod = Cell signaling CRE-BLA (Fsk stim); hit rate 2.5% among 71,000; Potency, µM (doses to about 38.2 µM), without a hit: at the highest dose activity change, negative = inhibition, hits mostly activators; CHO CRE-bla reporter (cAMP response element driving beta-lactamase), forskolin EC10, beta-lactamase ratio; active means well fitted activation curve with a large enough effect in the signal ratio, with a control signal flat, not every such curve was filed as active; inconclusive means small, poorly fitted or top-dose-only effect, or effect the other way, or a change in a side signal; the % refers to the signal ratio; further: potency means the concentration at half of the fitted maximal effect; % of control where 0% means no effect
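Modulation of forskolin signalling: compounds in titration series added with EC10 NKH 477 to CHO cells carrying a CRE-driven beta-lactamase reporter, 3 h, 37C. CCF4 FRET ratio (460/530 nm, ex 405 nm) gives %activity and AC50.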
HADH2 inh = qHTS Assay for Inhibitors of HADH2 (Hydroxyacyl-Coenzyme A Dehydrogenase, Type II); 3-hydroxyacyl-CoA dehydrogenase type-2 (Homo sapiens), Q99714; recombinant HADH2, NADH fluorescence, beta-hydroxybutyryl-CoA; Potency, µM (titrated, usually from 57.1 µM), without a hit: top-dose activity change, negative = inhibition, hits mostly inhibitors; AID 886, 2007; hit rate 3.4% among 73,000; further: potency means the concentration at half of the fitted maximal effect; on the % scale 0 is the no-effect control and ±100 the full control effect; nearly all actives have a fitted effect of over 60% in size; many of its hits are not listed in these tables
Target sequence (Q99714 whole entry, looked up, one chain of several): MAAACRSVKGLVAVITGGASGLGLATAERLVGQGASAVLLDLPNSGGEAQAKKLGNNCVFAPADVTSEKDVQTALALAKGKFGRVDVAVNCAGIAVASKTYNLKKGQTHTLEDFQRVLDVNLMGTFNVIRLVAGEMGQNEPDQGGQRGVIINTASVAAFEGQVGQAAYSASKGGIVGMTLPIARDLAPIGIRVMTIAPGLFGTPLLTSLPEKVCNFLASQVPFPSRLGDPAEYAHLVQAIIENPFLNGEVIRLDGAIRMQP
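His-tagged recombinant enzyme from E. coli, 20 nM, preincubated 15 min RT with compound; reaction started with 1 mM NAD+ and 90 uM beta-hydroxybutyryl-CoA in 100 mM Tris-HCl pH 9.0. NADH fluorescence (ex 360/em 450) read over 4 min; last-minus-first difference.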
HBB splicing = qHTS Assay for Modulators of Hemoglobin Beta Chain Splicing | HBB splicing reporter cell assay, activation; EGFP reporter with mutant IVS2-654 intron; response scale: normalised to 500 nM splice-correcting PNA | Potency, µM (top dose mostly 46.1 µM), inactives show top-dose activation, hits mostly activators | hit rate 0.06% among 65,000; further: potency means the concentration at half of the fitted maximal effect; 0% is about no effect
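HeLa cells stably expressing EGFP interrupted by mutant beta-globin intron 2 (IVS2-654), 500/well in 2% FCS. Treated with compound for 2 days at 37C. Splicing correction scored as total well GFP intensity (488 nm excitation, 500-520 nm emission); 500 nM antisense PNA served as control.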
Epigenetic mod = qHTS Assay for Epigenetic Modulators; mouse C127i GFP locus derepression, cytometry, 30 h; Potency, µM (highest dose often 46.1 µM), inactives show at the top dose GFP derepression (activation); hit rate 0.09% among 68,000; AID 597, 2007; further: % of control where 0% means no effect
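Read-out is the number of GFP-positive cells, scored as fluorescent objects 20 to 120 um wide, reflecting derepression of a silenced CMV-GFP reporter in murine C127i cells after 30 h compound exposure at 37 C.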
BRCT inh green = qHTS Assay for Inhibitors of BRCT-Phosphoprotein Interaction (Green Fluorophore); BRCA1 BRCT-phosphopeptide binding, green fluorescence polarization; Potency, µM (doses to about 76.9 µM), for inactives: at the highest dose activity change, negative = inhibition, usual class: inhibitors; hit rate 0.05% among 75,000; AID 875, 2007;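 further: potency means the concentration at half of the fitted maximal effect; plate controls were peptide without protein for full effect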
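Compounds were incubated for 12 min at room temperature with a complex of 100 nM fluorescein-tagged pBACH1 decapeptide and 250 nM His-tagged BRCT protein. Buffer was phosphate pH 7.3 with EDTA, DTT and Tween 20. Disruption of binding lowers the polarization signal.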
DNA Pol III inh = qHTS Assay for Inhibitors of DNA Polymerase III Holoenzyme System; reconstituted DNA polymerase III holoenzyme replication, biochemical; Potency, µM (highest dose often 57.1 µM), without a hit: at the highest dose activity change, negative = inhibition; hit rate 0.25% among 71,000; further: potency means the concentration at half of the fitted maximal effect; on the % scale 0 is the no-effect control and ±100 the full control effect
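Reconstituted *E. coli* holoenzyme (0.35 nM Pol III, 1 nM beta, 154 nM SSB, 2 nM primase) was preincubated with compound for 15 min at RT. Synthesis on 1.4 nM ssM13Gori ran 35 min, then was stopped with PicoGreen/EDTA and read as dsDNA fluorescence.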
ALOX15 inhib = qHTS Assay for Inhibitors of 15-hLO (15-human lipoxygenase); purified 15hLO-1, xylenol orange hydroperoxide absorbance; Potency, µM (titrated, usually from 57.1 µM), for inactives: at the top dose activity change, negative = inhibition, usual class: inhibitors; hit rate 1.4% among 74,000; further: potency means the concentration at half of the fitted maximal effect; on the % scale 0 is the no-effect control and ±100 the full control effect; nearly all actives have a fitted effect of over 55% in size
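Inhibition is scored from a chromogenic endpoint. After 15 min enzyme-compound contact, arachidonic acid (50 uM final) reacts 6 min with 40 nM 15hLO-1 at room temperature, then Fe-XO reagent is added for 30 min and absorbance ratio recorded.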
BRCT inh red = qHTS Assay for Inhibitors of BRCT-Phosphoprotein Interaction (Red Fluorophore). AID 892, 2007. BRCT-phosphopeptide binding, red fluorescence polarization. Potency, µM (series often up to 76.9 µM), without a hit: at the highest dose activity change, negative = inhibition, usual class: inhibitors. hit rate 0.03% among 75,000; further: on the % scale 0 is the no-effect control and ±100 the full control effect
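Rhodamine-labelled pBACH1 10-mer (100 nM) bound to BRCT domain (100 nM) at pH 7.3; compounds incubated 12 min room temperature, polarization read. Free peptide defines full inhibition; unlabelled decapeptide titrated as control.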
Hsp90 Hop PPI = qHTS Assay for Disrupters of an Hsp90 Co-Chaperone Interaction; AID 595, 2007; hit rate 0.44% among 71,000; Potency, µM (highest dose often 57 µM), for inactives: at the top dose activity change, negative = inhibition; AlphaScreen TPR2A-His6 binding biotin-Hsp90 C-terminal peptide; Hsp90 C-terminal peptide / TPR2A (Hop) interaction, human; active means well fitted curve in either direction with a large enough effect; inconclusive means small, poorly fitted or top-dose-only effect, or another doubt; further: potency means the concentration at half of the fitted maximal effect; on the % scale 0 is the no-effect control and ±100 the full control effect; many of its hits are not listed in these tables
USP2a inh = qHTS Assay for Inhibitors of Ubiquitin-specific Protease USP2a; Ubiquitin carboxyl-terminal hydrolase 2 (Homo sapiens), O75604; USP2a enzymatic assay, qHTS inhibition; Potency, µM (titrated, usually from 38.3 µM), for the others: at the top dose activity change, negative = inhibition, usual class: inhibitors; hit rate 0.1% among 60,000;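 further: potency means the concentration at half of the fitted maximal effect; nearly all actives have a fitted effect of over 60% in size; plate controls were DMSO for no effect and NEM full inhibition control for full effect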
Target sequence (O75604 whole entry, looked up): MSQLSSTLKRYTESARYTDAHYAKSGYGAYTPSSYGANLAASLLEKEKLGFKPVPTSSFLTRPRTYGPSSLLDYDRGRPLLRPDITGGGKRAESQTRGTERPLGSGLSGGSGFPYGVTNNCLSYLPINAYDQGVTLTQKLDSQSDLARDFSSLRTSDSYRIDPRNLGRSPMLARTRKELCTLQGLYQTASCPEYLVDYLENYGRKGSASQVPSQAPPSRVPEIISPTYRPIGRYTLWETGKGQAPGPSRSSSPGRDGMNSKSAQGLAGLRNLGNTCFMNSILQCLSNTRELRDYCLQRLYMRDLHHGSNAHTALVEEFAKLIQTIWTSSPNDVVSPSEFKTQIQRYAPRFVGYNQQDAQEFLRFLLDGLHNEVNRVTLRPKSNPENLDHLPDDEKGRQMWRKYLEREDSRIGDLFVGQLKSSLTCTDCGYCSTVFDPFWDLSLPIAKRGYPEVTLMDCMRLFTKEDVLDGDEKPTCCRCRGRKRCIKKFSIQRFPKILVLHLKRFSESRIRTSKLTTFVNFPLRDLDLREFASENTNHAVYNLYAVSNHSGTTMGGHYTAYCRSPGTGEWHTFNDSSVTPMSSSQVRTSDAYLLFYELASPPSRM
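Inhibition is measured in a cell-free coupled assay with 20 nM USP2 core, 20 nM Ub-PLA2 and 20 uM NBD C6-HPC, 2.5 h incubation. Activity normalized to NEM control.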
Numbers without * were called inactive; ? = inconclusive; . = no result given; & = joins results of further samples; [ ] = dose if it differs, or a comment. Unless noted, the call rests on the fitted dose curve; in most records, active means well fitted curve in the direction sought with a large enough effect; inconclusive means small, poorly fitted or top-dose-only effect, or another doubt; inactive means no such curve, though single readings can be large; an effect the other way counts as inactive or inconclusive.

SMILES | Ub-GFP proteasome | CRE Fsk mod | HADH2 inh | HBB splicing | Epigenetic mod | BRCT inh green | DNA Pol III inh | ALOX15 inhib | BRCT inh red | Hsp90 Hop PPI | USP2a inh
COc1ccc(-n2ccnc2SCC(=O)Nc2ccc(OC)cc2OC)cc1 | -7% | ? | 5% | -1.1% | 2% | -1.4% | 0% | ? | -0.2% | -20% | 0%
COC(=O)c1cccc(NC(=O)CN2CCOCC2)c1 | -3% | 1% | 3% | . | 3% | -2.7% | -12% | 9% | -3.1% | 0% | -3%
COCCNC(=O)C(c1ccncc1)N(C(=O)Cn1nnc2ccccc21)c1ccc(OC)cc1 (configuration not stated) | -4% | 1% | -5% | 3.7% | 2% | -2.2% | -1% | 4% | -0.8% | -3% | -4%
COc1ccc(NC(=O)c2ccc(NS(=O)(=O)c3c(C)noc3C)cc2)cc1OC | 2% | 18% | -1% | -0.3% | 2% | -0.5% | -13% | -7% | -0.2% | -5% | 13%
Cc1ccc(S(=O)(=O)N[C@H]2COC(=O)[C@@H](Cc3ccccc3)NC(=O)[C@@H](C)COC(=O)C/C=C\[C@@H]2C)cc1 | . | . | 10%&-4%[11.4 µM] | -0.3%&2.5%[9.22 µM] | . | 0.4%&-5.2%[15.4 µM] | . | 2%&3%[11.4 µM] | -0.2%&0.3%[15.4 µM] | . | .
CCOc1ccc(C(=O)Cc2ccc3oc(C(=O)O)cc3c2)c(O)c1 | -4% | 6% | ? | -5.0% | -1% | 3.1% | 0% | -13% | -0.7% | 2% | -5%
Nc1ccc(CCS(N)(=O)=O)cc1 | -1% | ? | 4% | 0.0% | -2% | 2.2% | -3% | -5% | 1.2% | -2% | 1%
CCN(CC)CCn1cnc2c([nH]c3cccc(OC)c32)c1=O | -2% | ? | -8% | -0.9% | 3% | -2.8% | 1% | 0% | -1.6% | -8% | -7%
COc1ccc(C2CC(=O)N3CN(c4ccc(C)c(Cl)c4)CSC3=C2C#N)cc1OC (configuration not stated) | 6% | -25% | ? | 3.8% | 2% | 0.4% | -4% | 3.2µM* | -0.7% | -7% | .
CCNc1nc2c(c(=O)[nH]c(=O)n2C)n1CC(C)C | 7% | 10µM* | -4% | -0.2% | . | -2.2% | -3% | 5% | 2.9% | -1% | .
O=S(=O)(c1cccc(-c2nnco2)c1)N1CCCC1 | -3% | ? | -7% | 0.4% | -2% | -1.9% | 1% | 4% | 0.2% | -2% | -3%
CCCCNC(=O)c1cn(C)c2ccc(S(=O)(=O)N3CCOCC3)cc2c1=O | 7% | -14% | 7% | -0.1% | 0% | -0.8% | -3% | -2% | -0.8% | -1% | 6%
Cc1nc(N)c(C#N)c(-c2ccccc2)c1C | -6% | ? | ? | -2.2% | -2% | -3.3% | 2% | -3% | 0.0% | -3% | -3%
COCCN1C(=O)c2oc3ccccc3c(=O)c2C1c1ccc(OC)c(OC)c1 (configuration not stated) | 9% | 6% | -2% | 0.4% | 0% | -5.2% | -4% | 2% | -1.6% | 0% | .
O=C(COc1ccc(Cl)cc1)Nc1ncccn1 | 4% | 3% | -3% | 0.1% | 4% | -0.2% | -6% | 8% | 0.7% | -7% | -5%
C/C(=C\CNc1ncnc2c1ncn2[C@@H]1O[C@@H](CO)[C@@H](O)[C@H]1O)CO | 8% | -17% | 2% | . | -2%[9.22 µM] | . | 2% | . | . | -4% | .
CC1CC(C)CN(c2ncnc3c2cnn3Cc2ccc(Cl)cc2)C1 (configuration not stated) | 8% | ? | 1% | 0.7% | 0% | 2.2% | -3% | -9% | -0.6% | 22% | -7%
CCC(C)(C)n1nnnc1C(c1ccc(OC)c(OC)c1)N1CCN(c2ccc(F)cc2)CC1 (configuration not stated) | -5% | 2% | 4% | 3.2% | 0% | 1.4% | 5% | -10% | 0.4% | -7% | 13%
CCOC(=O)Cc1csc(NC(=O)CN2C(=O)c3ccccc3S2(=O)=O)n1 | 8% | 1% | -8% | -1.3% | 2% | 0.8% | 2% | -4% | -0.2% | -4% | 3%
CCOCC(=O)Nc1nc2ccc(OC)cc2s1 | 4% | 4% | -1% | 2.9% | 9% | 0.3% | -2% | -2% | -0.4% | -4% | -7%
O=C(O)CCc1nc(-c2ccccc2)c(-c2ccccc2)o1 | -1%[9.17 µM] | -7%[7.6 µM] | 10%[11.4 µM] | 1.8%[9.22 µM] | 3%[9.22 µM] | -1.4%[15.4 µM] | -9%[11.4 µM] | 9%[11.4 µM] | 2.5%[15.4 µM] | -2%[11 µM] | -22%
COc1ccccc1-c1noc(-c2ccco2)n1 | 3% | -1% | -3% | -0.5% | -2% | 0.9% | -2% | 5% | -2.3% | -3% | 3%
CCOC(=O)C1C(C)N=C2SCC(=O)N2C1c1cccc(Br)c1 (configuration not stated) | -7% | 3% | -22% | -2.4%[9.22 µM] | 0% | 19% | -8% | -25% | 4.8% | -8% | 48%[activator]
CCn1c(SCC(=O)NCc2ccc3c(c2)OCO3)nnc1-c1c[nH]c2ccccc12 | -7% | -10% | 5% | -1.0% | -5% | -0.8% | -3% | -3% | -3.4% | -3% | 13%
CCN(CC)C[C@@H](O)c1ccc2ccc3ccccc3c2c1 | 1%[9.17 µM] | -2%[7.6 µM] | 13%[11.4 µM] | 2.6%[9.22 µM] | ? | 0.6%[15.4 µM] | -10%[11.4 µM] | -2%[11.4 µM] | 0.1%[15.4 µM] | -1%[11 µM] | .
COC(=O)c1cc(NCc2ccc3c(c2)OCO3)ccc1N1CCOCC1 | -3% | ? | -13% | 5.0%[0.369 µM] | 2% | 0.5% | 1% | ? | -3.8% | -11% | -13%
C=CCc1c(C)nc(SCc2nc3ccccc3c(=O)[nH]2)[nH]c1=O | 8% | 10µM* | 3% | 0.0%[9.22 µM] | -2% | -0.2% | -7% | 17% | -0.4% | -1% | 0%
Cc1cc2c(c(=O)o1)C(C13C=CC(CC1)C3)C(C#N)=C(N)O2 (configuration not stated) | . | 3% | -1% | -1.3%[0.369 µM] | 8% | -0.4% | -5% | ? | 0.1% | ? | 3%
CCOc1ccc(-c2cn(S(=O)(=O)c3cccc4nsnc34)nc2N)cc1 | 2% | -4% | 8% | -0.3% | 0% | -2.1% | 1% | -15% | 0.3% | ? | 36%[activator]
CC(=O)OC(C#CCN1CCOCC1)c1ccccc1 (configuration not stated) | -2% | 3% | 1% | -1.9% | 4% | -3.2% | 2% | 4% | -1.2% | -3% | 4%
CCOc1ccc2nc(N)sc2c1 | . | -7% | ? | -0.3% | . | -1.9% | -6% | -2% | 0.3% | -1% | .
CN1CCN(C(=O)C(Cc2ccccc2)NS(=O)(=O)c2ccc3c(c2)CCC(=O)N3)CC1 (configuration not stated) | 6% | 3% | 5% | -0.7% | . | -7.0% | -7% | -3% | -0.4% | -4%[2.3 µM] | .
c1ccc(Nc2nc(-c3cccnc3)cs2)nc1 | 0% | -14% | 6% | 1.9% | 1% | -0.8% | 0% | 5% | 0.3% | -3% | -3%
Cc1ccc(S(=O)(=O)N(C)CC(=O)Nc2ccncc2)cc1 | -7% | 5% | ? | -0.2% | -3% | -2.9% | -7% | 0% | -0.9% | -1% | 3%
CCCc1cc(C(N)=O)c(NC(=O)c2cc(C)on2)s1 | 7% | 4% | 13µM* | 0.8% | 2% | 1.3% | 0% | ? | -2.0% | -6% | 30%[activator]
CC1C=CC(C)C(C(=O)O)C1C(=O)O (configuration not stated) | -4% | -8% | -9% | 0.9%[9.22 µM] | 2% | -0.9% | -17% | -1% | -0.6% | -3% | -7%

These rows are one share of the data. The share of hits here may be higher or lower than overall.
